Screening data: PubChem BioAssay, several laboratories
PrPC surface inh: reduces human prion protein on the cell surface | P04156 | cell surface PrPC, TR-FRET read-out | inhibition, % at 13.8 µM | 0.43% of 370,000 active; in the data active means inhibition above about 24%; further: 0% = median of the test wells and 100% = reference compound wells
SARS 3CLpro inh: SARS-CoV 3CLpro protease inhibition. P0C6X7. recombinant SARS-CoV 3CLpro, quenched FRET peptide cleavage. inhibition, % at 6 µM. 0.14% of 290,000 active. AID 1706; in the data active means inhibition above about 12%
Anthrax LF prot: anthrax lethal factor protease inhibition. multiplex microsphere protease cleavage assay, LF. inhibition, % at 10 µM. 0.12% of 360,000 active; further: plate controls were buffer without enzyme for full effect and enzyme alone for no effect
BoNT-A LC inh2: BoNT A light chain protease inhibition. 0.17% of 360,000 active. multiplex microsphere protease substrate cleavage, flow cytometry. inhibition, % at 10 µM; further: plate controls were buffer without enzyme for full effect and enzyme alone for no effect
CCHF vOTU inh: CCHFV vOTU protease inhibition | inhibition, % at 11.5 µM | AID 651958 | Pep-AMC fluorescence | 0.55% of 370,000 active; in the data active means inhibition above about 30%; further: 0% = vehicle wells with enzyme and 100% = no enzyme wells
PriA SSB inh: blocks PriA binding to SSB C-terminal tail | AlphaScreen SSBct-PriA binding, biotinylated peptide | inhibition, % at 33 µM | 0.6% of 430,000 active; in the data active means inhibition mostly above about 37%, no sharp cut-off; inactive means mostly below about 20%;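 further: plate controls were negative control peptide for no effect and reference peptide for full effect; strong numbers were not always called active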
Rv3671c protease: inhibitors of M. tuberculosis serine protease Rv3671c; inhibition, % at 5.96 µM; 0.048% of 320,000 active; P9WHR9; AID 2606; in the data active means inhibition above about 38%;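 further: extracellular domain of Rv3671c used as enzyme; 0% = enzyme with DMSO and 100% = no enzyme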
Target sequence (P9WHR9 whole entry, looked up, the tested form may be a part): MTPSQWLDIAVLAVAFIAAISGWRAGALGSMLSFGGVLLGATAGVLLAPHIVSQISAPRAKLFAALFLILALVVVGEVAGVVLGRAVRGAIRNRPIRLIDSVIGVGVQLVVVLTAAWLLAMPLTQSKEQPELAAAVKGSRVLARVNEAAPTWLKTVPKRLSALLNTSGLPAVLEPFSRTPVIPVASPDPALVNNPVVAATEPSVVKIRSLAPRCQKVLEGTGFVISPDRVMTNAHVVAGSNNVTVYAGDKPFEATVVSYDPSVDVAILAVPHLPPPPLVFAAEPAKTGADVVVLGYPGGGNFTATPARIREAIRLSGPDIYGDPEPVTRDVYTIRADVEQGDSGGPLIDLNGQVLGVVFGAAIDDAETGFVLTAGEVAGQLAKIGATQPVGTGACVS
DUSP3 inh: inhibitors of human VHR1 phosphatase (DUSP3) | 0.52% of 290,000 active | recombinant VHR phosphatase, pNPP absorbance | inhibition, % at 13.3 µM | AID 1654; in the data active means inhibition above about 50%; further: some compounds called inactive have numbers as strong as hits
Target sequence (P51452 whole entry, looked up): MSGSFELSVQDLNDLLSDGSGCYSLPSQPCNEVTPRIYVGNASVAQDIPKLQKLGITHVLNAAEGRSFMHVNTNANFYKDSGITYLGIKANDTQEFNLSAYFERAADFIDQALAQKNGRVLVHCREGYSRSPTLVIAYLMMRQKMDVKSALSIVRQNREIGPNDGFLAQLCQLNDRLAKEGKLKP
MazF activator: increases E. coli MazEF RNase cleavage of RNA | FAM/BHQ RNA-DNA oligo cleavage fluorescence, 5 h | AID 504720 | P0AE70 | 0.32% of 350,000 active | activation, % at 20 µM; in the data active means activation above about 50%
Target sequence (P0AE70 whole entry, looked up): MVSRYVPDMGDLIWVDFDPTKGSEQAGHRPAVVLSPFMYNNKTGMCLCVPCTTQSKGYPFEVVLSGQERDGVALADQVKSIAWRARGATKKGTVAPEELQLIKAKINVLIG
BoNT-F LC inh: inhibitors of Botulinum neurotoxin F light chain protease; inhibition, % at 10 µM; Multiplex microsphere protease cleavage assay, flow cytometry; 0.22% of 360,000 active; AID 588497; in the data active means inhibition above about 35%, passing the limit was not always enough; inconclusive means no clear call, values can overlap the other calls; further: plate controls were buffer without enzyme for full effect and enzyme alone for no effect
Active calls of the source: *; u = inconclusive; x = not tested or not shown; & = joins results of further samples. Unless noted, no stated cut-off is given here; in the data, active means inhibition above about 30%; inconclusive means no clear call, values can overlap the other calls; inactive means below that. These rows are one share of the data; rates above refer to the full screens.

Order of values: PrPC surface inh | SARS 3CLpro inh | Anthrax LF prot | BoNT-A LC inh2 | CCHF vOTU inh | PriA SSB inh | Rv3671c protease | DUSP3 inh | MazF activator | BoNT-F LC inh
CCC(OC(=O)CN1C(=O)C(=O)c2ccccc21)C(=O)Nc1ccccc1OC (configuration not stated)
→ -12 | 1 | 4 | -2.6 | 4 | -4 | x | 21 | -2 | -27
CN1CCN(c2ccccc2NC(=O)c2ccc([N+](=O)[O-])o2)CC1
→ x | -1 | -4 | 7.1 | x | 6 | -16 | 2 | 2 | -2
COc1ccc(C(=O)C2CCCN(S(=O)(=O)c3cccnc3)C2)c(C)c1 (configuration not stated)
→ -5 | -2 | -7 | -1.7 | 1 | -9 | 1 | 47 | 1 | -4
Cc1ccc(NC(=O)COC(=O)Cc2ccsc2)cc1S(=O)(=O)N(C)C
→ -5 | 3 | -7 | -1.9 | -5 | -17 | 0 | 1 | -16 | 0
Cc1ccc(S(=O)(=O)NCC(=O)N(CC(=O)NCC2CCCO2)c2cccc(F)c2)cc1 (configuration not stated)
→ -4 | -2 | -5 | 1.1 | -4 | -3 | -3 | -8 | -3 | -3
CC(=O)c1ccc(S(=O)(=O)N2CCN(c3ccnc4cc(Cl)ccc34)CC2)cc1
→ 5 | x | -5 | -0.4 | 10 | x | x | x | -14 | 2
Cc1ccc(C)c(N=C2NC(=O)CS2)c1
→ 3 | 3 | -1 | -1.0 | 3 | -20 | -6 | 19 | -1 | -4
CCOP(=O)(OCC)C(Nc1ccccc1)c1cccnc1 (configuration not stated)
→ 10 | 1 | -7 | 0.0 | -5 | 5&12 | 0 | 9 | -7 | 2
COc1ccc(C2c3c(ccc4ccccc34)Oc3ncn4nc(-c5ccco5)nc4c32)cc1 (configuration not stated)
→ 4 | -2 | 2 | -0.2 | -1 | 8 | 4 | 19 | -37 | 4
CC(=NCCN1CCOCC1)c1c(O)n(C2CCCCC2)c(=O)[nH]c1=O
→ 3 | 3 | -3 | -3.6 | -4 | -6 | 3 | 17 | 2 | -6
CCc1ccc(C(=O)CN2C(=O)C(C)N(c3ccc(C)cc3)C2=O)cc1 (configuration not stated)
→ 6 | 0 | 0 | 4.1 | -8 | -2 | 15 | -1 | -11 | 50*
CCOC(=O)c1c(CC(C)C)csc1NC(=O)c1ccccc1C(=O)O
→ -3 | 12 | 2 | -1.1 | 15 | -5 | -6 | 8 | -1 | -4
CCn1c(C)nnc1SCC(=O)Nc1ccc(N2CCOCC2)cc1
→ -4 | 5 | 5 | 0.3 | -10 | -12 | 7 | 0 | -12 | 5
O=C(CSc1nnnn1-c1ccc(F)cc1)Nc1nc2ccccc2s1
→ 6 | 2 | -3 | 0.5 | -15 | -13 | -6 | 16 | -6 | -10
c1cc2c3c(cccc3c1)NN=N2
→ -2 | x | -6 | 0.3 | -4 | -5 | x | x | 15 | -12
O=C(NCCc1ccccc1C(F)(F)F)C1CCC(=O)N(C2CC2)C1 (configuration not stated)
→ -6 | -1 | -4 | 0.5 | 3 | -15 | 3 | 1 | -2 | -1
CCOC(=O)C1CCN(C(=O)Cn2nc(C)n3c(cc4cc(F)ccc43)c2=O)CC1
→ -13 | -3 | -3 | 0.3 | 10 | -5 | 0 | 13 | 13 | -2
COc1ccc(-n2nc3c(c2NC(=O)COc2ccccc2)CS(=O)C3)cc1 (configuration not stated)
→ -4 | -2 | -4 | 2.5 | 4 | -5 | 1 | 18 | 0 | 6
CC1CCN(CC(O)COc2ccc(OCC(O)CN3CCC(C)CC3)cc2)CC1 (configuration not stated)
→ 6 | 1 | -12 | 1.0 | -5 | 1 | 17 | 5 | 5 | 10
Cc1nn(CC(=O)O)c(C)c1NC(=O)c1cccs1
→ -5 | -4 | 3 | 0.7 | 13 | 6 | -5 | -6 | -16 | 4
Cc1cc(C(=O)Nc2ccc(Br)cc2)c2ccccc2n1
→ 8 | 0 | -10 | 0.1 | 0 | 1 | 11 | -8 | 11 | -6
O=C(CSc1nccn(-c2ccc(Br)cc2)c1=O)NCc1ccccc1
→ -32 | x | -3 | 1.5 | -12 | -8 | 5 | x | -6 | 0
CCCC(=O)Nc1ccc(Cl)c(NC(=O)CC)c1
→ 0 | 5 | -3 | 0.2 | 6 | 4 | 8 | 10 | 1 | 0
Cn1cccc1C(=O)NC(=O)COC(=O)c1ccc(S(C)(=O)=O)c([N+](=O)[O-])c1
→ x | x | 1 | -0.3 | x | 15 | -22 | x | 12 | -5
Cc1nn(Cc2cccc(F)c2)c(C)c1NC(=O)c1ccc(COc2ccccc2Cl)cc1
→ 21 | 7 | -8 | -0.4 | -4 | -4 | -37 | -23 | -14 | 2
NNC(=O)Cn1nc2n(c1=O)-c1ccccc1SC2
→ -8 | -2 | 13 | u | -4 | 2 | 5 | 18 | -4 | u
COc1ccc(CCNC(=O)c2c(O)c3c([nH]c2=O)CCCC3)cc1OC
→ -1 | 0 | -4 | -0.9 | 5 | -8 | -3 | x | 1 | u
COc1ccc(-n2c(SCC(=O)O)nc3sc4c(c3c2=O)CCC4)cc1
→ 3 | 3 | -9 | -1.3 | 2 | -11 | -4 | 9 | -14 | -5
O=C(Nc1ccccc1)Nc1ccc(Br)c(Cl)c1
→ 15 | 3 | 0 | -0.8 | 7 | 3 | -82 | -1 | 3 | 2
COc1ccc(C2=NCc3nnc(C)n3-c3ccc(Cl)cc32)cc1Cl
→ 2 | -1 | -4 | -0.5 | 0 | -6 | 2 | -18 | -1 | u

(list continues)
SMILES	PrPC surface inh	SARS 3CLpro inh	Anthrax LF prot	BoNT-A LC inh2	CCHF vOTU inh	PriA SSB inh	Rv3671c protease	DUSP3 inh	MazF activator	BoNT-F LC inh
Cc1oc(-c2cccc(Cl)c2)nc1CS(=O)(=O)CC(=O)NCCCN1CCOCC1	8	-5	-6	-0.4	-4	-7	4	33	6	-7
CSc1nc(S(=O)(=O)c2ccc(C)cc2)c(N2CCOCC2)s1	8	x	0	-0.2	-6	x	x	x	-4	-13
O=C(NNc1c(F)c(F)cc(F)c1F)c1cc2ccccc2oc1=O	7	3	0	-0.6	-4	-8	4	22	2	-2
O=C(CSC(=S)N1CCCC1)NCC(=O)Nc1ccc(F)c(F)c1	-4	2	4	-2.7	2	-14	3	-3	4	u
CCC(=O)c1cn(CC(=O)Nc2cc(C)ccc2C)c2ccccc12	0	0	2	-0.5	5	-31	-1	14	2	-2
CN(Cc1ccccc1)C(=O)c1nc2ccccn2c1CNCCCOc1cccnc1	-4	2	-10	0.4	-17	-14	-3	30	-2	-1
COc1ccc(CCNC(=O)COC(=O)c2cccn2C)cc1	0	x	-1	-0.9	13	-9	-1	x	3	-9
O=C(Nc1ccc(-c2cn3ccccc3n2)cc1)c1ccc(Cl)cc1	7	-5	1	-0.1	-2	-30	-11	38	-34	8
CC(=O)NC1C(O)OC(CO)C(O)C1O (configuration not stated)	-4	x	-7	-0.8	-1	-7	3	x	4	-6
CCN(CC)C(C)C(=O)NCC1(c2ccccc2)CCOCC1 (configuration not stated)	0	-2	0	-0.1	-5	0	4	9	3	-1
NCCCC[C@@H](C(=O)N1CCNCC1)n1cc([C@@H](N)CC(N)=O)nn1	4	x	0	-0.3	-2	0	-5	x	7	5
CC(=O)NC1CC2CCCC(C1)N2S(=O)(=O)c1cccc(F)c1 (configuration not stated)	2	2	-8	0.8	-8	-1	2	13	1	12
CSc1ccc(Cl)c(C(=O)N(C)CC(=O)Nc2ccc(N3CCOCC3)cc2)c1	-6	x	-1	2.3	1	1	0	x	3	4
Cc1cc(C)c2ccc(C(=O)O)nc2c1O	-4	0	-8	-2.4	-7	-4	10	35	-1	-1
CNC(=S)N1N=C(c2ccccc2)CC1c1ccc(Br)cc1 (configuration not stated)	-8	4	1	-0.5	-3	11&-6	-6	18	6	-2

New compounds follow
SMILES	PrPC surface inh	SARS 3CLpro inh	Anthrax LF prot	BoNT-A LC inh2	CCHF vOTU inh	PriA SSB inh	Rv3671c protease	DUSP3 inh	MazF activator	BoNT-F LC inh
C[C@H]1CN([C@@H](C)CO)C(=O)CCCn2cc(nn2)CO[C@@H]1CN(C)S(=O)(=O)c1ccccc1C#N	3	x	-3	-0.5	-1	x	x	x	8	3
CC(=O)c1c(N2CCOCC2)nc(=S)n(-c2ccccc2)c1C	-7	3	-1	0.1	9	-3	-9	20	-1	-1
COC(=O)c1ccc(CNS(=O)(=O)c2ccc3ccccc3c2)cc1	-5	-2	13	0.0	4	-5	0	1	4	-6
CS(=O)(=O)N1CCN(c2ccccc2NC(=O)c2ccco2)CC1	-1	4	0	-0.3	3	-1	-1	-4	3	-3
NC(=O)C1(N2CCCCC2)CCN(CC(=O)Nc2ccc(Oc3ccccc3)cc2)CC1	3	-4	-6	-1.0	-10	-1	0	0	5	-4
Cc1cccc(N(CC(=O)Nc2ccccc2F)S(C)(=O)=O)c1	-2	5	x	x	-5	3	-9	24	10	x
CCOC(=O)N/N=C(/C)c1cccc(-n2cnnn2)c1	-3	-5	-7	-0.1	0	x	-4	19	4	3

Single records, as listed above:
`CC(=O)c1c(N2CCOCC2)nc(=S)n(-c2ccccc2)c1C` as listed: PrPC surface inh = -7; SARS 3CLpro inh = 3; Anthrax LF prot = -1; BoNT-A LC inh2 = 0.1; CCHF vOTU inh = 9; PriA SSB inh = -3; Rv3671c protease = -9; DUSP3 inh = 20; MazF activator = -1; BoNT-F LC inh = -1
`C[C@H]1CN([C@@H](C)CO)C(=O)CCCn2cc(nn2)CO[C@@H]1CN(C)S(=O)(=O)c1ccccc1C#N` as listed: PrPC surface inh = 3; SARS 3CLpro inh = x; Anthrax LF prot = -3; BoNT-A LC inh2 = -0.5; CCHF vOTU inh = -1; PriA SSB inh = x; Rv3671c protease = x; DUSP3 inh = x; MazF activator = 8; BoNT-F LC inh = 3

Individual results from the results shown:
Reading of C[C@H]1CN([C@@H](C)CO)C(=O)CCCn2cc(nn2)CO[C@@H]1CN(C)S(=O)(=O)c1ccccc1C#N in BoNT-F LC inh: 3
Reading of CS(=O)(=O)N1CCN(c2ccccc2NC(=O)c2ccco2)CC1 in CCHF vOTU inh: 3
